# Bioassay records deposited in PubChem BioAssay by several laboratories.
# HCV NS3 hel inh = HCV NS3 helicase inhibition; actives 0.56% (n = 290,000); NS3 helicase DNA unwinding, Cy5 molecular beacon fluorescence; AID 1800; inhibition, % at 10.9 µM;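 active = inhibition above the mean of all tested compounds plus 3 SD, set per campaign, cut at about 35% in these data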;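 also: 0% = DMSO wells and 100% = thioflavine S control wells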
#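 System: NS3 helicase fragment of HCV / Schedule: 1 h at 25 °C / Control set: DMSO alone as 0% and 110 µM thioflavine S as 100% / Reagent: Cy5/quencher beacon DNA duplex and ATP to start / Technique: Cy5 fluorescence / Replication: singlicate / Evaluation: % inhibition of end-to-start signal ratio versus controls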
# MEKK2mut PB1 HTS = signal of MEK5 binding to mutant human MEKK2 PB1 domain | bead flow cytometry, Alexa488-MEK5 binding to MEKK2 mutant | percent response, % at 10 µM | actives 0.35% (n = 290,000); in the data active = percent response above about 24%, passing the limit was not always enough; also: inactives centre near 1; some results filed as inactive read as strong as hits
# IMP-1 inh = blocks Pseudomonas aeruginosa IMP-1 metallo-beta-lactamase | AID 1556 | purified IMP-1, nitrocefin hydrolysis, epi-absorbance fluorescence | actives 0.45% (n = 290,000) | inhibition, % at 5.6 µM;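 active = inhibition above the mean plus 3 SD of all compounds in the same screening run, cut at about 4.5% in these data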;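 also: 0% = IMP-1 with DMSO and 100% = DMSO wells lacking enzyme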
#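 Assay system: purified IMP-1; Quantity: IMP-1 0.2 nM before substrate addition; Medium: HEPES buffer pH 7.1 with ZnSO4 and Brij 35; Incubation: 15 min enzyme–compound preincubation, then 25 min nitrocefin reaction, 25 °C; Signal: fluorescence quenching readout, ex 480/em 530 nm; Controls: DMSO with and without IMP-1; Repeats: singlicate testing.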
# SUMO HTRF inh = blocks human SUMOylation mediated by UBC9; P63279; HTRF SUMOylation assay, SAE1/SAE2 + UBC9, in vitro; inhibition, % at 35 µM; actives 0.36% (n = 290,000); AID 2006; in the data active = inhibition above about 50%, passing the limit was not always enough; also: strong numbers were not always called active
# Target sequence (P63279 whole entry, looked up): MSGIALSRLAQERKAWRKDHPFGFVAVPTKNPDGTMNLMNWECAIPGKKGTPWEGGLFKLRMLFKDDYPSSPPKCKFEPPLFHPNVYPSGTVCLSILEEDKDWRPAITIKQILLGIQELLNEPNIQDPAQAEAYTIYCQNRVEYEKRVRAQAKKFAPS
# MEKK2wt PB1 HTS = raises or lowers MEK5 binding to wildtype human MEKK2 PB1 domain; binding response (% of control), % at 10 µM; bead flow cytometry, Alexa488-MEK5 binding to MEKK2 WT; actives lie on both sides; actives 1.1% (n = 290,000); AID 1531; Q9Y2U5; in the data active = binding response below about 67% or above about 130%
# VIM-2 inh = inhibitors of Pseudomonas aeruginosa VIM-2 metallo-beta-lactamase; actives 0.89% (n = 290,000); purified VIM-2, nitrocefin hydrolysis, epi-absorbance fluorescence; inhibition, % at 5.6 µM;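 active = inhibition above the mean of all tested compounds plus 3 SD, cutoff set per screening run, cut at about 7.5% in these data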;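 also: red hydrolysis product quenches plate fluorescence so inhibitors raise well fluorescence; 0% = enzyme with DMSO and 100% = DMSO without enzyme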
# NALP1 yeast inh = blocks the NALP1 inflammasome reconstituted in yeast | S. cerevisiae NALP1/ASC/caspase-1 growth, X-gal OD620, 72 h | inhibition, % at 10 µM | actives 0.61% (n = 280,000) | AID 2071; in the data active = inhibition mostly above about 24%, no sharp cut-off; inactive = mostly below about 32%; also: some compounds called inactive have numbers as strong as hits
# FID counter = fluorescent intercalator displacement, NS3 helicase counter-screen | actives 0.17% (n = 290,000) | inhibition, % at 7.9 µM | DNA fluorescent intercalator displacement, fluorescence; in the data active = inhibition above about 37%;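 also: 0% = vehicle and 100% = reference compound; higher means more ethidium bromide displaced from hairpin DNA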
# PfM18AAP inh = blocks P. falciparum M18 aspartyl aminopeptidase; actives 1.2% (n = 290,000); recombinant PfM18AAP, H-Glu-NHMec fluorogenic cleavage; inhibition, % at 7.35 µM;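 active = inhibition above the campaign mean inhibition over all tested compounds plus 3 SD, cut at about 28% in these data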;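 also: 0% = plate median of test compound wells and 100% = 2 mM ZnCl2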
# The depositor's hits bear a star; nt = no result given.
SMILES,HCV NS3 hel inh,MEKK2mut PB1 HTS,IMP-1 inh,SUMO HTRF inh,MEKK2wt PB1 HTS,VIM-2 inh,NALP1 yeast inh,FID counter,PfM18AAP inh
O=S(=O)(Nc1ccccc1O)c1ccc(-c2ccccc2)cc1,-2.7,-3.0,-3.4,1.7,94.0,-1.0,-11.2,-4.5,7.3
CC1CCCC(NC(=O)C2c3ccccc3C(=O)N2Cc2cccs2)C1C (stereo not drawn),2.8,2.0,-1.6,-0.9,96.0,-2.1,17.4,-27.6,-8.0
O=C(Nc1nncs1)C1CC(=O)N(CCc2ccc(F)cc2)C1 (stereo not drawn),0.2,3.0,-2.0,10.9,97.0,-4.1,7.6,-7.7,-9.1
Clc1ccc2c(c1)nc1n2CCCC1,4.6,8.0,-2.1,18.5,76.0,-0.7,22.0,-3.7,0.1
Cc1cc(C)n(C(=O)/C(C#N)=N/Nc2cc(Cl)cc(Cl)c2)n1,16.9,-1.0,-4.8,5.2,104.0,-4.5,-12.6,2.6,1.9
Cc1ccc(OCC(=O)Nc2ccc(S(=O)(=O)Nc3onc(C)c3C)cc2)cc1,11.0,-6.0,-5.0,-10.5,83.0,-2.6,15.6,-25.7,-2.0
Cc1ccc(OCCCC(=O)Nc2ccc(S(=O)(=O)Nc3cc(C)nc(C)n3)cc2)cc1,-20.7,1.0,-4.0,-9.1,95.0,-2.6,1.5,-24.5,-7.4
CCC1(c2ccc(F)cc2)NC(=O)N(CC(=O)Nc2ccccc2C)C1=O (stereo not drawn),4.1,-1.0,-3.0,2.2,99.0,-3.9,-4.0,-13.3,-1.1
O=C(Cc1ccc(Cl)c(Cl)c1)Nc1ccc(SC(F)F)cc1,-0.6,9.0,-2.0,-16.6,122.0,-3.1,38.4,-1.3,-7.0
COc1ccc(Cc2nc3ccc(C(=O)N(C)CCn4ccnc4)cc3o2)cc1OC,0.0,2.0,-4.0,16.0,102.0,1.8,11.8,-0.2,0.5
C/C(=N\NS(=O)(=O)c1ccc(C)c([N+](=O)[O-])c1)c1cc2ccccc2o1,3.7,0.0,-2.4,16.9,96.0,-2.7,-9.1,1.3,-2.0
O=C(Cn1cccc1C(=O)c1ccccc1)NCCC1=CCCCC1,-1.4,-1.0,-0.8,11.2,104.0,-2.2,1.3,-33.7,3.0
OCCN1CCN(C(=S)Nc2cccc(C(F)(F)F)c2)CC1,-6.6,4.0,-2.5,-17.4,107.0,-1.4,nt,2.4,4.0
C#Cc1ccc(C(=O)Nc2ccc(N3CCC(C)CC3)c(C(N)=O)c2)cc1,-2.5,-4.0,-2.7,4.7,99.0,-2.8,-8.3,-13.4,2.7
CCOc1ccc(S(=O)(=O)N2CCOCC2)cc1NC(=O)CSCC(=O)Nc1ccc(C)cc1,-6.2,0.0,-3.8,-6.2,95.0,-0.7,9.9,-45.4,-1.1
CCn1c(SCC(=O)Nc2cc3oc4ccccc4c3cc2OC)nnc1-c1cccs1,-1.2,2.0,-4.0,1.5,99.0,-2.3,-0.6,1.3,8.8
O=C(Nc1cccc2ccccc12)c1cccc([N+](=O)[O-])c1,3.0,3.0,-4.3,-5.8,97.0,-3.8,5.5,-5.5,24.6
CN(C)S(=O)(=O)c1cc(NC(=O)COC(=O)Cc2cccc3ccccc23)ccc1Cl,-9.4,0.0,-4.0,-20.4,118.0,-0.9,8.2,-10.7,4.5
CC1CC(C)CN(CCC(=O)Nc2cccc(Cl)c2)C1 (stereo not drawn),-11.0,-3.0,-3.6,-5.3,101.0,-4.3,31.6,7.7,0.7
COc1ccc(NC(=S)NCc2cccnc2)cc1,3.2,2.0,-1.4,23.7,94.0,-1.1,-9.9,1.4,-14.5
O=C(O)C(=O)Nc1nc(-c2ccc3c(c2)OCCO3)cs1,4.7,0.0,-0.5,11.0,104.0,1.3,14.0,-11.3,-7.0
CCCc1nc2sc3c(=O)[nH]cnc3c2c2c1CCCC2,-1.4,-1.0,-1.3,1.2,101.0,0.0,14.5,0.9,-4.8
COc1c(C)cc(C(=O)C2CCCN(C(=O)C3=C(C)OCCO3)C2)cc1C (stereo not drawn),0.0,5.0,-1.1,0.3,102.0,-1.4,9.7,-21.4,-8.1
CCOc1ccc(Nc2nnc(SCc3nc4ccccc4c(=O)[nH]3)s2)cc1,28.3,-1.0,-4.8,40.6,97.0,-6.0,nt,-8.2,16.5
CCCNC(=O)CN1C(=O)c2ccccc2Sc2ncccc21,7.6,0.0,-4.5,3.0,99.0,-2.7,3.8,-4.1,0.8

# Single records (already shown). Order of values: HCV NS3 hel inh | MEKK2mut PB1 HTS | IMP-1 inh | SUMO HTRF inh | MEKK2wt PB1 HTS | VIM-2 inh | NALP1 yeast inh | FID counter | PfM18AAP inh
# Record of `CCOc1ccc(Nc2nnc(SCc3nc4ccccc4c(=O)[nH]3)s2)cc1` → 28.3 | -1.0 | -4.8 | 40.6 | 97.0 | -6.0 | nt | -8.2 | 16.5
# Record of `O=C(Nc1nncs1)C1CC(=O)N(CCc2ccc(F)cc2)C1` (stereo not drawn) → 0.2 | 3.0 | -2.0 | 10.9 | 97.0 | -4.1 | 7.6 | -7.7 | -9.1
# Record of `COc1ccc(Cc2nc3ccc(C(=O)N(C)CCn4ccnc4)cc3o2)cc1OC` → 0.0 | 2.0 | -4.0 | 16.0 | 102.0 | 1.8 | 11.8 | -0.2 | 0.5
# Record of `Cc1cc(C)n(C(=O)/C(C#N)=N/Nc2cc(Cl)cc(Cl)c2)n1` → 16.9 | -1.0 | -4.8 | 5.2 | 104.0 | -4.5 | -12.6 | 2.6 | 1.9

# The results go on:
SMILES,HCV NS3 hel inh,MEKK2mut PB1 HTS,IMP-1 inh,SUMO HTRF inh,MEKK2wt PB1 HTS,VIM-2 inh,NALP1 yeast inh,FID counter,PfM18AAP inh
CC(C)(C)NC(=O)/C(=C\c1ccc(Br)cc1)NC(=O)c1cccs1,2.9,-1.0,0.2,31.0,107.0,0.0,0.2,-7.8,2.8
Cc1cccc(NCCC#N)c1,7.5,4.0,-1.1,6.0,103.0,0.9,25.0,-7.2,-3.3
N#CCC(CNc1ncc(C(F)(F)F)cc1Cl)OC(=O)c1cccc([N+](=O)[O-])c1 (stereo not drawn),-6.6,-5.0,-3.5,-9.7,89.0,-1.7,36.5,4.4,-2.9
O=C1CSC(c2cn(-c3ccccc3)nc2-c2cccs2)N1Cc1ccccc1 (stereo not drawn),-1.3,nt,1.2,-23.2,nt,-2.6,7.4,1.1,-2.3
Cc1cc[n+](-c2[nH]c(=O)sc2/C=N/N=C(\[O-])c2ccncc2)cc1,2.4,3.0,-0.8,59.6,103.0,-2.7,-2.7,-8.9,10.7
S=c1[nH]nc(-c2ccco2)n1-c1cccc2ccccc12,-0.8,2.0,-6.9,4.3,102.0,19.4*,nt,-5.5,9.8
COCCCNC(=O)Cn1nnc(-c2ccccc2NC(=O)c2ccccc2F)n1,-3.7,2.0,0.9,10.1,99.0,1.3,24.1,-7.3,7.8
CCc1nnc(NC(=O)CSc2nc3cccnc3n2C2CCCCC2)s1,-8.8,2.0,-3.7,13.2,106.0,-0.4,16.0,-29.9,-4.2
CCN(CC)c1ccc2c(c1)oc(=O)c1c(Cl)cc(=O)oc12,21.3,-10.0,-0.3,8.0,75.0,0.1,2.8,-3.7,-0.6
CCOc1cc(CNc2ccc(N3CCCCC3)cc2)cc(Br)c1OCC(=O)NC(C)(C)C,20.1,3.0,-5.0,19.3,99.0,-1.3,42.3,-19.2,10.9
Cc1cccc2nc(-c3ccco3)oc(=O)c12,-2.7,0.0,-0.9,2.3,105.0,7.1,2.2,3.1,-1.9
COC(=O)c1ccc([C@@H]2C[C@H]3CN(Cc4cccnc4)C(=O)[C@]34CCCN24)cc1,-3.6,-5.0,-1.7,16.4,103.0,-3.5,-6.7,-7.5,-4.5
CNc1ccc(/C=C(\C#N)c2ccccn2)cc1[N+](=O)[O-],8.9,-1.0,-0.6,13.6,95.0,-0.4,3.8,-0.8,-1.1
CC1CCN(c2ccc3nnc(CCC(=O)Nc4ccc(F)cc4)n3n2)CC1,-1.8,1.0,-1.9,19.5,99.0,-0.5,7.1,-42.8,-3.3
CC(C)Cn1c(N)c(/C=N/NC(=O)c2ccc(Cl)cc2)c(=O)n(C)c1=O,-8.8,5.0,-3.5,20.9,101.0,-2.9,-20.2,-10.6,5.1
CCc1ccc(/C=C(\Cl)c2nc3cc(Cl)ccc3c(=O)[nH]2)cc1,-1.4,-1.0,-1.1,-2.9,96.0,-1.2,29.5,1.1,2.1
CCn1c(CSc2nc3ccccc3s2)nnc1SCC(=O)c1ccc(O)cc1O,5.5,1.0,-5.1,27.2,102.0,-2.3,2.9,-3.5,10.2
O=C(NCc1ccc(Cl)cc1)c1n[nH]c([N+](=O)[O-])c1Cl,15.7,-4.0,-3.5,3.2,100.0,-3.5,12.2,-8.5,3.0
COc1ccc(CC(=O)OCc2cc(=O)n3cc(Br)ccc3n2)cc1OC,2.3,0.0,-1.4,-2.4,96.0,-0.3,13.8,1.1,1.9
Cn1nnnc1SCC(=O)c1ccc(Br)s1,3.1,6.0,0.4,7.4,102.0,-1.8,-0.2,0.1,3.7
Cn1c(=O)c2c(nc(SCCN3CCCCC3)n2C)n(C)c1=O,1.2,0.0,-3.6,10.0,100.0,3.0,1.0,-0.7,0.1
C[N+]1(C)CC2([N+](=O)[O-])CC=C(Oc3ccccc3)C([N+](=O)[O-])(C2)C1 (stereo not drawn),0.1,1.0,-0.2,10.4,83.0,-1.2,11.0,8.5,17.9
CCS(=O)(=O)c1nc(S(=O)(=O)c2ccc(C)cc2)c(N2CCN(CCO)CC2)s1,2.8,0.0,-4.8,0.6,99.0,-1.3,24.9,-4.5,-1.4
C=CCOc1ccccc1C1C2=C(CC(C)(C)CC2=O)Nc2c1c(=O)n(C)c(=O)n2C (stereo not drawn),1.9,nt,-1.6,34.2,nt,-3.0,5.2,-14.4,5.8
COc1ccc(-c2cc(C(F)(F)F)n3nc(C(=O)N4CCOCC4)nc3n2)cc1,5.9,12.0,0.3,-2.7,98.0,2.3,21.2,-15.4,-2.9
# Additional compounds
SMILES,HCV NS3 hel inh,MEKK2mut PB1 HTS,IMP-1 inh,SUMO HTRF inh,MEKK2wt PB1 HTS,VIM-2 inh,NALP1 yeast inh,FID counter,PfM18AAP inh
C/C=C/C(=O)Nc1nnc(-c2ccccc2C)s1,9.3,-9.0,-3.4,23.6,82.0,-3.4,-3.6,-0.1,3.2
CC1CCN(S(=O)(=O)N2CCC(C(=O)NCc3cccs3)CC2)CC1,-0.5,5.0,-3.5,-4.1,113.0,-1.1,15.3,-16.6,-10.3
CCC(CO)NCc1ccc2c(c1)n(C)c(=O)n2C (stereo not drawn),-6.7,-1.0,-1.7,16.3,97.0,-1.8,8.9,-1.6,5.3
Cc1ccc(/C=N/NC(=O)Cn2cncn2)cc1,-4.7,-7.0,-1.9,-20.1,97.0,-2.0,-10.3,-4.8,-3.2
COc1ccc(CN2C(=O)CN(C3CCCCCC3)C(=O)C2c2ccc(F)cc2)cc1 (stereo not drawn),-3.2,3.0,-0.8,-17.6,100.0,-2.6,-7.3,0.0,-4.4
COc1cccc(N/C(N)=N/c2nc(C(F)(F)F)cc(=O)[nH]2)c1,-1.6,3.0,-0.9,3.4,92.0,-1.8,35.6,5.5,0.6
CCN(Cc1ccccc1)C(=O)COC(=O)Cn1cnc2ccccc21,11.0,-2.0,-3.0,7.2,101.0,-3.3,-9.1,-12.1,7.3
